Tb MetRS inh: Trypanosoma brucei MetRS inhibition; 0.4% of 360,000 active; purified T. brucei MetRS, ATP depletion, Kinase-Glo luminescence; inhibition, % at 11.9 µM;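 active = inhibition above a per-plate cutoff of the control wells' mean inhibition plus 3 SD, cut at about 5.5% in these data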;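 note: 0% = DMSO wells median and 100% = median of wells with control inhibitor compound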
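Material – parasite MetRS enzyme · Medium – HEPES-MgCl2-KCl buffer plus DTT, spermine, BSA, pyrophosphatase · Reagent – ATP, methionine and E. coli bulk tRNA substrates · Times – 15 min enzyme-compound preincubation, 2 h reaction, 10 min detection, 25 °C · Measured by – luminescence of leftover ATP · Evaluation – percent inhibition relative to median high and low control wells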
LMPTP block: LMPTP (human) inhibition; recombinant LMPTP-A, OMFP fluorogenic substrate, fluorescence intensity; inhibition, % at 20 µM; 0.22% of 360,000 active; AID 651560;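 active = compounds that cut the enzyme signal by at least half of the control window in the single-dose screen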;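 note: plate controls were DMSO wells with enzyme plus substrate for no effect and substrate without enzyme for full effect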
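Test system: LMPTP-A phosphatase enzyme; input: 0.625 nM LMPTP-A final; reagent: OMFP substrate, 400 µM final; compound dosing: 20 µM single dose, 3% DMSO; incubation: 50 min dark incubation at room temperature; measured by: endpoint fluorescence intensity from OMFP dephosphorylation; measure: % inhibition relative to no-enzyme and uninhibited control wells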
STEP inh: STEP (human) phosphatase inhibition; P54829; AID 588621; recombinant STEP, OMFP fluorogenic substrate, fluorescence; inhibition, % at 20 µM; 0.25% of 360,000 active;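 active = inhibition at 20 µM, scaled per plate between control wells, above about 37%, limit read from the data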;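 note: 0% = DMSO with enzyme and substrate and 100% = substrate only without enzyme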
Target sequence (P54829 whole entry, looked up): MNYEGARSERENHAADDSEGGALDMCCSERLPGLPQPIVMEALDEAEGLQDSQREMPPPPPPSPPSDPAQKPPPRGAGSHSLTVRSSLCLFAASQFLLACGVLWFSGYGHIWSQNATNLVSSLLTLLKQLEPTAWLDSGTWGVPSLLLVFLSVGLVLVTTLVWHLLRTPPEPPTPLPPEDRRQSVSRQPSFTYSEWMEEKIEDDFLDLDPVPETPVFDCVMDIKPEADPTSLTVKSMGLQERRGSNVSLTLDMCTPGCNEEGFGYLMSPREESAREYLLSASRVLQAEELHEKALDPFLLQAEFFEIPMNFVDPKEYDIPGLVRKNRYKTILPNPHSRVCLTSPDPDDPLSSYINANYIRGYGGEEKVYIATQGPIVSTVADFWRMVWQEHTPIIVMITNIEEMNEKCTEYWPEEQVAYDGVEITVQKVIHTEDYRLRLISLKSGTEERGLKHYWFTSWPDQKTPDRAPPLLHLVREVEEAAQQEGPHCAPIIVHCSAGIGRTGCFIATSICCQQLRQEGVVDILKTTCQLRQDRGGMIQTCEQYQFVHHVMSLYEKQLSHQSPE
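Test system: STEP tyrosine phosphatase / Reagent: OMFP at 25 µM / Doses: 20 µM, 1% DMSO / Read-out: percent inhibition scaled to no-enzyme and uninhibited-enzyme controls, plate-pattern corrected / Detection: FITC-channel fluorescence of OMFP product / Medium: Bis-Tris buffer pH 6.0, 2.5 mM DTT, 0.005% Tween 20 / Schedule: 20 min at room temperature, dark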
Rpn11 inh: blocks the human proteasome subunit Rpn11. human 26S proteasome, Ub4-pepOG fluorescence polarization; 20S core pre-blocked with epoxomicin. calls only at 20 µM. 0.59% of 360,000 active. AID 588493;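 active = inhibition at 20 µM, scaled to each plate's controls, above about 33%, limit read from the data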
CSN inh: blocks human CSN-mediated cullin deneddylation; Q92905; Purified CSN, SCF-Nedd8-OG deneddylation, fluorescence polarization; inhibition, % at 12.5 µM; 0.38% of 360,000 active;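 active = pattern-corrected inhibition above about 35%, with an unprinted fluorescence ratio check between 0.5 and 1.5, limit read from the data, passing the limit was not always enough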;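 note: 0% = enzyme with substrate and 100% = substrate without enzyme; some results filed as inactive read as strong as hits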
Target sequence (Q92905 whole entry, looked up, one chain of several): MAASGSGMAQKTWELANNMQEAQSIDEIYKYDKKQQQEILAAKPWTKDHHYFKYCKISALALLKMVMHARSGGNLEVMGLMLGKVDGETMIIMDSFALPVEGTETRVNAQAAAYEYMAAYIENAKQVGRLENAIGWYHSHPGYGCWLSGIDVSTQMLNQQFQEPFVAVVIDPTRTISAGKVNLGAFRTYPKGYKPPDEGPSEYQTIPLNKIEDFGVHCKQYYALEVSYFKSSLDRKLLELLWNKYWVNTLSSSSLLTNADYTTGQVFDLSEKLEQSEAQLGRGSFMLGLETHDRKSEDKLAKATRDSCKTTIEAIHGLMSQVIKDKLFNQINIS
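Test system: purified human Csn5 enzyme expressed in HEK293T cells. Amount: 0.24 nM enzyme. Reagent: SCFSkp2-Nedd8OG substrate at 10 nM final. Schedule: 90 min incubation of compound, enzyme and substrate at room temperature. Detection: fluorescence polarization. Read-out: % inhibition of substrate cleavage by Csn5.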
NadD block: NadD (S. aureus) enzyme inhibition. 0.78% of 360,000 active. purified NadD enzyme, colorimetric absorbance read-out. inhibition, % at 20 µM. AID 602399; in the data active = inhibition above about 26%; note: some compounds past the cut are filed as inactive
MsrA inhibitor: bovine MsrA inhibition | purified bovine MsrA, absorbance read-out | inhibition, % at 15.5 µM | 0.75% of 360,000 active | AID 651718; in the data active = inhibition above about 4.5%;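 note: 0% = vehicle wells with enzyme and 100% = reference inhibitor wells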
Scp1 inh: blocks human Scp-1 phosphatase activity | Recombinant Scp1, phosphopeptide, malachite green phosphate absorbance | inhibition, % at 20 µM | 0.88% of 340,000 active | AID 493091;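 active = inhibition above about 50% at 20 µM, limit read from the data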;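 note: plate controls were DMSO wells with enzyme for no effect and wells lacking enzyme for full effect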
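Test system: SCP-1 phosphatase catalytic domain, residues 76-261 | Compound dosing: One concentration, 20 µM, with 1.0% DMSO | Schedule: 45 min room-temperature reaction, 5 min colour, 30 min stabiliser | Detection: Absorbance at 630 nm | Read-out basis: % inhibition of SCP-1 phosphate liberation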
SUMO1 PPI mod: alters human SUMO1 binding to SIM partners. SUMO1 binding to a labelled peptide, TR-FRET, 1 h. 0.33% of 360,000 active. inhibition, % at 20 µM; in the data active = inhibition above about 37%
DNMT1 block: inhibitors of human DNMT1; DNMT1 molecular beacon, Hinp1I cleavage, fluorescence; inhibition (reported as % activation of signal), % at 10 µM; 0.83% of 360,000 active; AID 588458; in the data active = inhibition above about 50%
* marks the source's active call; other numbers are inactive results.

How did Cc1[nH]c(=O)[nH]c(=O)c1S(=O)(=O)N1CCCC(C(=O)NCCc2ccc(Cl)cc2)C1 (configuration not stated) do in these assays?
Tb MetRS inh: -1.4; LMPTP block: -0.5; STEP inh: -5; Rpn11 inh: inactive; CSN inh: -1; NadD block: -4; Scp1 inh: 0; SUMO1 PPI mod: 1; DNMT1 block: -1

How did Cc1ccc(S(=O)(=O)NC(CC(=O)NC2CCCC2)c2ccco2)cc1 (configuration not stated) do in these assays?
Tb MetRS inh: -1.0; LMPTP block: -2.3; STEP inh: -5; Rpn11 inh: inactive; CSN inh: 3; NadD block: 3; MsrA inhibitor: 0.3; Scp1 inh: -7; SUMO1 PPI mod: -4; DNMT1 block: 1

How did COC(=O)C[C@H]1N(S(=O)(=O)c2ccc(C)cc2)C(C(C)C)CC1(C(=O)OC)C(=O)OC (some centres not stated) do in these assays?
Tb MetRS inh: -1.1; LMPTP block: -1.2; CSN inh: 2; MsrA inhibitor: 0.9; SUMO1 PPI mod: -3

Results for COc1ccc(C(=O)NC2CCN(C(=S)Nc3cc(C)cc(C)c3)CC2)cc1 ?
Tb MetRS inh: -0.3; LMPTP block: -0.3; STEP inh: -1; Rpn11 inh: inactive; CSN inh: 5; NadD block: -1; MsrA inhibitor: 1.0; Scp1 inh: 38; SUMO1 PPI mod: 2; DNMT1 block: 2

How did CCc1cc(C(=O)Nc2nnc(C3CC3)s2)sc1C do in these assays?
Tb MetRS inh: -0.8; LMPTP block: 2.7; STEP inh: 0; Rpn11 inh: inactive; CSN inh: -8; NadD block: 11; MsrA inhibitor: 2.0; Scp1 inh: -3; SUMO1 PPI mod: -1; DNMT1 block: 3

How did CCCc1cc2c(cc1NC(=O)c1ccc(C(C)(C)C)cc1)OCO2 do in these assays?
Tb MetRS inh: -0.1; LMPTP block: 1.0; STEP inh: 1; Rpn11 inh: inactive; CSN inh: -5; NadD block: -3; MsrA inhibitor: -0.1; Scp1 inh: -4; SUMO1 PPI mod: -3; DNMT1 block: -1

Results for CCCCNC(=O)C1C(c2ccccc2)=Nc2ccccc2N1C(=O)c1ccc2c(c1)OCO2 (configuration not stated) ?
Tb MetRS inh: -0.1; LMPTP block: 0.1; CSN inh: 6; MsrA inhibitor: 2.3; SUMO1 PPI mod: -11

Results for COc1ccc(C(=NNc2ccccc2C(=O)O)c2ccc(OC)cc2)cc1 ?
Tb MetRS inh: -0.6; LMPTP block: 1.2; STEP inh: -2; Rpn11 inh: inactive; CSN inh: -4; NadD block: 6; MsrA inhibitor: 5.1*; Scp1 inh: -7; SUMO1 PPI mod: 5; DNMT1 block: -8

How did COc1ccc(OC)c(NC(=O)NNC(=O)COc2ccc(-c3ccccc3)cc2)c1 do in these assays?
Tb MetRS inh: -0.4; LMPTP block: 1.8; STEP inh: 2; Rpn11 inh: inactive; CSN inh: 2; NadD block: -5; MsrA inhibitor: 1.1; Scp1 inh: -10; SUMO1 PPI mod: -3; DNMT1 block: -3

What do the screens show for `CN(C)c1ccc(C=NCCC2(c3ccccc3)CCOC(C)(C)C2)cc1` (configuration not stated)?
Tb MetRS inh: -0.9; LMPTP block: 8.2; STEP inh: 2; Rpn11 inh: inactive; CSN inh: 6; NadD block: -7; MsrA inhibitor: 2.7; Scp1 inh: -7; SUMO1 PPI mod: -12; DNMT1 block: 2

What do the screens show for `CCOc1ccc(CCNC(=O)Cn2ncn3nc(-c4ccc(OC)cc4)cc3c2=O)cc1OCC`?
Tb MetRS inh: 0.0; LMPTP block: 2.4; STEP inh: 0; Rpn11 inh: inactive; CSN inh: -2; NadD block: 3; MsrA inhibitor: 0.8; Scp1 inh: -2; SUMO1 PPI mod: -6; DNMT1 block: 34

How did CC1S/C(=N\N=C\c2cccc([N+](=O)[O-])c2)N(C(C)(C)C)C1=O (configuration not stated) do in these assays?
Tb MetRS inh: -0.8; LMPTP block: 3.3; STEP inh: 4; Rpn11 inh: inactive; CSN inh: -1; NadD block: -6; MsrA inhibitor: -0.2; Scp1 inh: -14; SUMO1 PPI mod: -17; DNMT1 block: 14

How did CCN(CC(=O)Nc1ccc(N2CCOCC2)cc1)CC(=O)NC(C)(C)C do in these assays?
Tb MetRS inh: -0.2; LMPTP block: -1.7; STEP inh: 0; Rpn11 inh: inactive; CSN inh: -2; NadD block: -3; MsrA inhibitor: 1.5; Scp1 inh: -8; SUMO1 PPI mod: 3; DNMT1 block: 1

Results for COc1ccc(/C=N/NC(=O)CCc2c(C)n[nH]c2C)cc1OC ?
Tb MetRS inh: -0.6; LMPTP block: -1.9; STEP inh: -2; Rpn11 inh: inactive; CSN inh: 1; NadD block: -1; MsrA inhibitor: 2.0; Scp1 inh: -7; SUMO1 PPI mod: 1; DNMT1 block: -2

Results for COc1ccc(C(C(=O)Nc2c(C)cccc2C)N2CCN(c3ccc(C)cc3)CC2)cc1 (configuration not stated) ?
Tb MetRS inh: -0.2; LMPTP block: 1.5; CSN inh: 9; MsrA inhibitor: -1.0; SUMO1 PPI mod: 4

How did Cc1ccc(NC(=O)CN(C)C(=O)COC(=O)CNS(=O)(=O)c2ccc(Br)cc2Cl)cc1 do in these assays?
Tb MetRS inh: -0.3; LMPTP block: 0.5; STEP inh: 0; Rpn11 inh: inactive; CSN inh: -3; NadD block: 1; MsrA inhibitor: 1.6; Scp1 inh: -13; SUMO1 PPI mod: -2; DNMT1 block: -2

How did O=C(NC1(C(F)(F)F)NC(=O)N(Cc2ccco2)C1=O)c1cccnc1 (configuration not stated) do in these assays?
Tb MetRS inh: -0.9; LMPTP block: -0.6; STEP inh: 1; Rpn11 inh: inactive; CSN inh: -1; NadD block: 6; MsrA inhibitor: -0.1; Scp1 inh: -3; SUMO1 PPI mod: -2; DNMT1 block: -4

How did O=C(CN1CCCCC1)Nc1cccc([N+](=O)[O-])c1 do in these assays?
Tb MetRS inh: -1.0; LMPTP block: -1.2; STEP inh: -3; Rpn11 inh: inactive; CSN inh: 5; NadD block: 1; MsrA inhibitor: -0.1; Scp1 inh: 0; SUMO1 PPI mod: -18; DNMT1 block: 1

How did COc1ccccc1OCCC(=O)OCC(=O)c1c(N)n(C)c(=O)n(C)c1=O do in these assays?
Tb MetRS inh: -0.4; LMPTP block: -0.2; STEP inh: 0; Rpn11 inh: inactive; CSN inh: -1; NadD block: -3; MsrA inhibitor: 0.7; Scp1 inh: 13; SUMO1 PPI mod: 2; DNMT1 block: 0

How did C=CCOc1ccc(C2C(C(=O)c3ccco3)=C(O)C(=O)N2c2nnc(C)s2)cc1 (configuration not stated) do in these assays?
Tb MetRS inh: 0.3; LMPTP block: 4.9; STEP inh: -5; Rpn11 inh: inactive; CSN inh: -11; NadD block: 15; MsrA inhibitor: 1.9; Scp1 inh: 2; SUMO1 PPI mod: -19; DNMT1 block: 12

What do the screens show for `CCOc1ccc(C(CCc2ccccc2)NC(=O)c2ccc(OC)c(OC)c2)cc1OCC` (configuration not stated)?
Tb MetRS inh: -1.0; LMPTP block: 1.2; STEP inh: 3; Rpn11 inh: inactive; CSN inh: 5; NadD block: -15; MsrA inhibitor: 1.1; Scp1 inh: -9; SUMO1 PPI mod: -2; DNMT1 block: -18

How did CS/C(N)=N/N=C/c1cc(Br)cc(Br)c1O do in these assays?
Tb MetRS inh: -0.7; LMPTP block: 4.4; STEP inh: -2; Rpn11 inh: inactive; CSN inh: -2; NadD block: -6; MsrA inhibitor: 2.7; Scp1 inh: -4; SUMO1 PPI mod: -5; DNMT1 block: -5

How did O=C(Cc1ccc(F)cc1)OCN1C(=O)c2ccccc2C1=O do in these assays?
Tb MetRS inh: -0.1; LMPTP block: -0.7; STEP inh: 1; Rpn11 inh: inactive; CSN inh: -2; NadD block: -5; MsrA inhibitor: -0.2; Scp1 inh: -10; SUMO1 PPI mod: -7; DNMT1 block: 2

Results for COc1ccc(S(=O)(=O)N2CCOCC2)cc1NC(=O)c1ccc(OCC(C)C)c(OC)c1 ?
Tb MetRS inh: -0.5; LMPTP block: 0.2; STEP inh: -2; Rpn11 inh: inactive; CSN inh: 6; NadD block: -10; MsrA inhibitor: -0.8; Scp1 inh: -8; SUMO1 PPI mod: 3; DNMT1 block: -1

How did CC(=NNC(=S)N1CC2CCC(CC2)C1)c1ccccn1 do in these assays?
Tb MetRS inh: -0.4; LMPTP block: -1.4; STEP inh: 10; Rpn11 inh: inactive; CSN inh: 0; NadD block: 0; MsrA inhibitor: 0.5; SUMO1 PPI mod: -2; DNMT1 block: -11

Results for O=C(Nc1ccc(Cl)cc1)OCc1cn(-c2ccccc2)nn1 ?
Tb MetRS inh: 0.1; LMPTP block: -0.3; STEP inh: 1; Rpn11 inh: inactive; CSN inh: -13; NadD block: -6; MsrA inhibitor: 2.1; Scp1 inh: -6; SUMO1 PPI mod: -5; DNMT1 block: 1

What do the screens show for `CC(=O)Nc1ccc(S(=O)(=O)NNC(=O)COc2ccc(C)cc2)cc1`?
Tb MetRS inh: 0.1; LMPTP block: -1.7; STEP inh: -3; Rpn11 inh: inactive; CSN inh: -9; NadD block: -6; MsrA inhibitor: -0.1; Scp1 inh: 0; SUMO1 PPI mod: 5; DNMT1 block: 23

High-throughput results: PubChem, several laboratories
